Screening results as filed in PubChem.
MCL1 BIM primary: inhibitors of human MCL1 binding to BIM-BH3 peptide. Q07820. GST-MCL1 / FITC-Bim-BH3 fluorescence polarization. inhibition, % at 10.9 µM. 320,000 compounds, 0.68% hits;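 active = inhibition above the mean inhibition of all tested compounds plus 3 SD, set per campaign, cut at about 40% in these data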;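 note: 0% = DMSO wells and 100% = unlabeled Bim-BH3 peptide control; higher means more loss of mP so more displacement of Bim peptide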
MEX-5 binding: C. elegans MEX-5 TCR-2 RNA binding activity; Q9XUB2; MEX-5/FITC-TCR2 RNA binding, fluorescence polarization; stronger effect = lower value; activity score (negative = inhibition of binding), % at 10 µM; 300,000 compounds, 0.38% hits;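 active = inhibition past about -25% in most replicates, and total fluorescence under double the plate's negative control median, limit read from the data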;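 note: 0% = DMSO and -100% = 5 µM competing unlabeled TCR2 RNA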
Target sequence (Q9XUB2 whole entry, looked up): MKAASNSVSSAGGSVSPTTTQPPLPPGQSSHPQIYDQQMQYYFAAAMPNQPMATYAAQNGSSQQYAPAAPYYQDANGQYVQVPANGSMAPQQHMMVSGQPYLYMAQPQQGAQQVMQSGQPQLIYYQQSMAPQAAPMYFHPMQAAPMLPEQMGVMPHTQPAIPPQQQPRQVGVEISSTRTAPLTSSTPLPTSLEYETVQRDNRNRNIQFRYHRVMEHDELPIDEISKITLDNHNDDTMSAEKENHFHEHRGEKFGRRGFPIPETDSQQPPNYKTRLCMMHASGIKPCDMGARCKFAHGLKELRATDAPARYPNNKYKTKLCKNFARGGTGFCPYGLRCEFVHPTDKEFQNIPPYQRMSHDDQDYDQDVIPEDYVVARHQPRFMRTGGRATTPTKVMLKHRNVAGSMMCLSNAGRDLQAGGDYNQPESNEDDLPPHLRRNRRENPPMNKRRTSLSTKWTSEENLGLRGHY
VLA-4 inh: inhibition in a human VLA-4 binding assay | P13612 | VLA-4 expressing cells, ligand binding flow cytometry | inhibition, % (about 7 µM as worked out from the volumes in the protocol) | 330,000 compounds, 0.2% hits; in the data active = inhibition above about 50%
GLD-1 RNA inh: GLD-1-TGE RNA interaction inhibition (C. elegans); inhibition, % at 5.96 µM; 320,000 compounds, 0.44% hits; Q17339; purified GLD-1 + fluorescein TGE RNA, fluorescence polarization;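 active = percent inhibition above a per-plate cutoff, the plate mean of test compounds plus 3 SD, cut at about 30% in these data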;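 note: 0% = DMSO wells with GLD-1 and probe and 100% = wells lacking GLD-1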
Target sequence (Q17339 whole entry, looked up): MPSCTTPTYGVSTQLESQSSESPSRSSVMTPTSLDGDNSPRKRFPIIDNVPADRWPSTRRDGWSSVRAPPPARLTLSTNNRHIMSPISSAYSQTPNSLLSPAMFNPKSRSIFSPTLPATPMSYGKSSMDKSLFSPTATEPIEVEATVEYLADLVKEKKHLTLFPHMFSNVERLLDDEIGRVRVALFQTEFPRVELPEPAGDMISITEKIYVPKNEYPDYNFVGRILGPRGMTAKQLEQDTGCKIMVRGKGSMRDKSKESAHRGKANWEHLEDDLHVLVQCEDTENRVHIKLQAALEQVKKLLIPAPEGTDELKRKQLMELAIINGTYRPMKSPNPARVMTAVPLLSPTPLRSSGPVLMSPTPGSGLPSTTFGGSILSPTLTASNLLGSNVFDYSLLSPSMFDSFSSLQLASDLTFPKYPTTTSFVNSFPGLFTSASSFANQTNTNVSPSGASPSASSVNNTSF
Fam108B inh: counter-screen for RBBP9 inhibitors: inhibitors of mouse Fam108B. recombinant Fam108B, FP-Rh probe fluorescence polarization. inhibition, % at 9.51 µM. 300,000 compounds, 0.33% hits. AID 1947;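 active = inhibition above the screen mean inhibition plus 3 SD, computed separately per campaign, cut at about 18% in these data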;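 note: inhibitors lower polarization as less probe binds the enzyme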
GRK2 inh: blocks RNA aptamer binding to human GRK2. P25098. bead flow cytometry, FAM-aptamer displacement from GRK2. inhibition of aptamer binding, % at 10 µM. 330,000 compounds, 0.59% hits;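 active = inhibition of aptamer binding above 40%, roughly 3 SD of noise, on plates passing a quality check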;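 note: median bead fluorescence of bound FAM aptamer so fluorescent compounds give negative values; no value below 0 was filed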
CIT2-GFP yeast: yeast TOR pathway CIT2-GFP modulation. GFP response vs DMSO, % at 10 µM. AID 2029. S. cerevisiae CIT2-GFP strain, flow cytometry, 3 h; 100 means same as DMSO wells. 320,000 compounds, 0.065% hits;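 active = GFP response relative to DMSO above a set limit, near the screen mean plus 3 SD, cut at about 150% in these data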;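 note: ratio of well median GFP fluorescence to mean of DMSO wells on the plate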
Bcl-xL primary: inhibitors of human Bcl-xL. 320,000 compounds, 0.7% hits. GST-Bcl-xL / FITC-Bim BH3 peptide fluorescence polarization. inhibition, % at 10.9 µM. AID 2129;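 active = inhibition above the mean of all tested compounds plus 3 SD, cutoff set per campaign, cut at about 30% in these data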;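 note: 0% = DMSO wells and 100% = unlabeled Bim-BH3 peptide competitor; inhibitors lower millipolarization by displacing the labeled peptide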
AGP1-GFP MLPCN: alters AGP1-GFP fluorescence in TOR pathway yeast screen; S. cerevisiae AGP1-GFP multiplex flow cytometry, 3 h; GFP as percent of DMSO wells; GFP response vs DMSO, % at 10 µM; 320,000 compounds, 0.02% hits; AID 2066;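 active = GFP response relative to DMSO above a set limit, near screen average plus 3 SD, cut at about 150% in these data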;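 note: median GFP channel fluorescence of the gated AGP1 strain per well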
Active calls of the source: *; . = no result given.

SMILES | MCL1 BIM primary | MEX-5 binding | VLA-4 inh | GLD-1 RNA inh | Fam108B inh | GRK2 inh | CIT2-GFP yeast | Bcl-xL primary | AGP1-GFP MLPCN
CCOC(=O)C1CCCN(C(=O)/C=C/c2cccc([N+](=O)[O-])c2)C1 (centres undefined) | 4 | 1.0 | 12 | 4 | 1 | 2 | 100 | 9 | 97
Cc1cccc(CSc2nc3c(cc2C#N)CCC3)c1 | -7 | -1.9 | -11 | 6 | 1 | 1 | 94 | -8 | 102
CCOc1cc(-c2c(C#N)c(N)nc3c2CCc2ccccc2-3)ccc1O | 6 | 0.6 | 5 | -1 | -3 | 1 | 104 | 3 | 99
COc1cc2c(cc1OC)C(c1cccs1)N(C(=O)C(C)C)CC2 (centres undefined) | 0 | 0.8 | 12 | 1 | 3 | 2 | 93 | 5 | 98
Cc1ccc(NC(=O)CCS(=O)(=O)c2ccc3nc(C)sc3c2)cc1 | 2 | 1.4 | 24 | -2 | 1 | 2 | 94 | -2 | 96
Cc1cc(-n2nc(C)cc2C)n2ncc(-c3ccccc3)c2n1 | 10 | 0.1 | 12 | 1 | 2 | 3 | 88 | 9 | 91
Cc1ccc(-n2nc(C)c3c(C)c(CCC(=O)NC(C)c4ccccc4)c(C)nc32)cc1 (centres undefined) | 5 | 3.3 | -3 | 9 | -5 | 0 | 106 | 5 | 103
N#Cc1c(NC(=O)C2CC(c3ccccc3O)=NO2)sc2c1CCC2 (centres undefined) | 9 | 0.2 | 32 | 2 | 5 | 4 | 106 | 3 | 98
Cc1c(/C(O)=C2\C(=O)C(=O)N(CCN(C)C)C2c2ccco2)cnn1-c1ccccc1 (centres undefined) | 10 | -0.5 | 2 | 2 | 1 | 6 | 101 | 8 | 100
Cc1cccc(NC(=O)[C@H](Cc2c[nH]c3ccccc23)NC(=O)[C@@H]2Cc3ccccc3CN2)c1 | 2 | 1.2 | 20 | 3 | -1 | 0 | 97 | 1 | 98
Cc1c(C(=O)N(Cc2ccccc2)C2CCS(=O)(=O)C2)oc2ccccc12 (centres undefined) | 4 | -1.7 | 14 | -2 | -3 | 1 | 98 | 5 | 103
CN(CC(=O)N1CCN(c2ccc(F)cc2)CC1)S(=O)(=O)c1ccc2c(c1)c(=O)n(C)c(=O)n2C | 6 | -1.3 | 3 | 5 | 0 | 0 | 103 | 3 | 104
CC12CCC(C(=O)N3CCCCC3)([C@H](Br)C1=O)C2(C)C (some centres undefined) | 2 | 0.7 | 3 | 3 | 2 | 2 | 91 | 9 | 100
COCCNC(=O)c1ccc(CS(=O)(=O)c2ccc(C)cc2)o1 | 8 | 1.0 | 3 | 9 | 2 | 0 | . | 2 | 104
COc1ccc(Cc2nnc(NC(=O)CSc3ccccc3)s2)cc1OC | 4 | 1.0 | 21 | -6 | -3 | 0 | 97 | 0 | 96
O=S(=O)(O)c1nc2ccccc2n1Cc1cccc2ccccc12 | 8 | -2.2 | 4 | 2 | -3 | 2 | 103 | 4 | 107
C#CCOCCOCCOCCNc1nc(N2CCN(C(=O)C(Cc3ccc(O)cc3)n3cc(C(N)CC(C)C)nn3)CC2)nc(N2CCN(C(=O)C(Cc3cc4ccccc4[nH]3)n3cc(C(N)Cc4ccc(O)cc4)nn3)CC2)n1 (centres undefined) | 5 | -2.2 | 2 | -11 | -1 | 0 | 85 | 6 | 94
COC(=O)c1ccccc1C(=O)c1cccc2ccccc12 | 4 | -1.0 | 11 | 9 | -2 | 0 | 91 | -1 | 104
Cc1ccc(S(=O)(=O)NCc2cccnc2)s1 | 0 | -1.3 | -1 | 1 | 0 | 0 | 91 | -3 | 96
O=C(NCCCc1ccccc1)c1cncc(Br)c1 | -9 | 0.7 | -19 | -2 | 3 | 4 | 97 | -1 | 93
Cc1onc(-c2ccccc2)c1C(=O)NC(C)CCc1ccccc1 (centres undefined) | -1 | 1.0 | 0 | 3 | 1 | 0 | 105 | 0 | 106
CN(C)c1ccc(C2C3C(=O)NC(=O)C3ON2c2ccc(Cl)cc2)cc1 (centres undefined) | 4 | 1.6 | 14 | 7 | 1 | 0 | 100 | 7 | 103
CCOc1ccc(N(C(=O)CNC(=O)c2ccco2)C(C(=O)NCC2CCCO2)c2ccccc2)cc1 (centres undefined) | 4 | -1.3 | 0 | -5 | -2 | 2 | 99 | 3 | 98
CCCc1nc(-c2cc3ccccc3[nH]c2=O)no1 | -3 | 1.0 | 0 | -1 | 0 | 3 | 85 | -14 | 96
O=C(Nc1ccc(F)cc1)C1CCCN(c2cnccn2)C1 (centres undefined) | 7 | -2.6 | -19 | 1 | -3 | 0 | 109 | 4 | 113
CCO[C@H]1OC(C(=O)O)=C[C@@H](c2ccccc2)[C@@H]1CCCO | -1 | 0.9 | 21 | 1 | -3 | 1 | 117 | 6 | 93
CCC(c1nnc(SCC(=O)Nc2ccc(C(=O)N(C)C)cc2)n1Cc1ccccc1)N(C)C (centres undefined) | -2 | 0.7 | 0 | 4 | 3 | 0 | 92 | -5 | 97
Cc1ccccc1NC(=O)NCC1CCN(c2ccc(S(=O)(=O)N3CCOCC3)cc2)CC1 | 9 | -2.4 | 4 | 2 | -1 | 4 | 94 | 6 | 87
COc1ccc(-c2csc(C)n2)cc1OC | 1 | 2.0 | 16 | 8 | -3 | 5 | 97 | 0 | 82
O=C1Nc2ccc(Br)cc2C1=Nc1ccc(-c2nnc3n2CCCCC3)cc1 | 8 | -1.9 | 3 | -2 | -2 | 3 | 112 | 6 | 112
Cc1nn(-c2ccccc2)c(N2CCCC2)c1C=O | 1 | 1.0 | -3 | -8 | -4 | 0 | 92 | 1 | 92
O=C1[C@@H]2Cc3c([nH]c4ccccc34)CN2C(=O)CN1CCCO | -3 | -1.2 | 6 | -6 | 1 | 1 | 110 | 0 | 107
Cc1ccsc1/C=C(\C#N)C(=O)NCCCN1CCOCC1 | 7 | -3.4 | 2 | 9 | 0 | 1 | 104 | 7 | 104
O=C(Nc1nnc(-c2ccccc2)o1)c1cc(-c2cccs2)nc2ccccc12 | 6 | 1.7 | -14 | 6 | -16 | 3 | 103 | 12 | 93
COc1ccc(/C=C2\SC(=S)N(CC(=O)OCC(=O)Nc3ccc(C)cc3Cl)C2=O)cc1 | 2 | -0.8 | 3 | -9 | -3 | 2 | 91 | 1 | 89
C=C(C)C(=O)Nc1cccc(C2=NOC3(C2)C[C@@H](C(N)=O)N(C(=O)CC(c2ccccc2)c2ccccc2)C3)c1 (some centres undefined) | 5 | -0.8 | -6 | 6 | -5 | 88* | 98 | -1 | 101

As entered above:
Under MEX-5 binding, `Cc1ccsc1/C=C(\C#N)C(=O)NCCCN1CCOCC1` is listed with -3.4
Under AGP1-GFP MLPCN, `COc1ccc(-c2csc(C)n2)cc1OC` is listed with 82

Profiles from above. Screens in order: MCL1 BIM primary | MEX-5 binding | VLA-4 inh | GLD-1 RNA inh | Fam108B inh | GRK2 inh | CIT2-GFP yeast | Bcl-xL primary | AGP1-GFP MLPCN
Listed for Cc1ccsc1/C=C(\C#N)C(=O)NCCCN1CCOCC1 → 7 | -3.4 | 2 | 9 | 0 | 1 | 104 | 7 | 104
Listed for Cc1nn(-c2ccccc2)c(N2CCCC2)c1C=O → 1 | 1.0 | -3 | -8 | -4 | 0 | 92 | 1 | 92

More records follow.
SMILES | MCL1 BIM primary | MEX-5 binding | VLA-4 inh | GLD-1 RNA inh | Fam108B inh | GRK2 inh | CIT2-GFP yeast | Bcl-xL primary | AGP1-GFP MLPCN
COCCn1nnnc1C(c1cc(OC)ccc1OC)N1CCc2ccccc2C1 (centres undefined) | 6 | -1.4 | -8 | 10 | 3 | 0 | 107 | 4 | 89
Cc1ccc(S(=O)(=O)NCCc2ccncc2)cc1[N+](=O)[O-] | 2 | -2.6 | 1 | -2 | 3 | 0 | 108 | 5 | 110
O=C(O)c1ccc(NC2OC[C@@H](O)[C@H](O)[C@H]2O)cc1 (some centres undefined) | 2 | -1.8 | 59* | 7 | 3 | 11 | 101 | -4 | 99
CCOC(=O)c1ccc(NC(=S)NCc2ccc(S(N)(=O)=O)cc2)cc1 | 5 | -0.8 | 11 | 9 | 3 | 0 | 105 | 1 | 103
Cc1ccc(C23CC4CC(CC(C(=O)OCC(=O)NC5CCS(=O)(=O)C5)(C4)C2)C3)cc1 (centres undefined) | -12 | -0.6 | 12 | 4 | 2 | 1 | 82 | 8 | 88
CCCn1cc(CN2CCC(n3nccc3NC(=O)c3ccc4c(c3)OCO4)CC2)c(C)n1 | -5 | 0.1 | 0 | -5 | 2 | 1 | 105 | 0 | 107
CC(C)n1nnc2c(=O)oc3ccccc3c21 | 18 | 0.8 | 3 | 0 | 2 | 1 | 100 | 6 | 108
O=C(C1=C(O)C(=O)N(CCc2ccccc2)C1c1cccs1)c1ccco1 (centres undefined) | -11 | 1.1 | 9 | 1 | -9 | 1 | 83 | -4 | 84
Cc1c(C)c(C)c(S(=O)(=O)N2CCC3(CC2)OCCO3)c(C)c1C | 6 | 2.1 | -13 | 1 | 2 | 0 | 88 | 5 | 92
Cn1cc(SCC(=O)Nc2nccs2)c2ccccc21 | 4 | -0.5 | -4 | -4 | -5 | 3 | 80 | 1 | 91
CCn1c(SCC(=O)c2ccc(NS(=O)(=O)c3ccccc3)cc2)nnc1-c1cccs1 | -3 | -0.9 | 0 | 4 | -2 | 0 | . | -2 | 102
Cc1ccnc(SCC(=O)c2ccc(Br)s2)n1 | 20 | -0.2 | -1 | 4 | 0 | 4 | 99 | 5 | 101
CCCN1CCC(NC23CC4CC(CC(C4)C2)C3)CC1 | 8 | 0.3 | 12 | 8 | -4 | 0 | 101 | 8 | 98
CCCCCCc1cc2cc(C(=O)Nc3cccc(OC)c3)c(=O)oc2cc1O | 0 | -2.8 | 22 | 5 | -4 | 0 | 89 | 4 | 83
CCOC(=O)c1sc(NC(=O)c2cc(-c3ccc(C)cc3)nc3ccccc23)c(C#N)c1C | -8 | -2.8 | 1 | -1 | 9 | 0 | 111 | 1 | 105
C/C(=N\NC(=S)Nc1ccccc1C)C1Cc2ccccc2C(=O)O1 (centres undefined) | 4 | . | 4 | -3 | -2 | 1 | 97 | 3 | 109
COC(=O)c1cccc(NC(=S)NCCC2=CCCCC2)c1 | 7 | 1.3 | 9 | -9 | -1 | 2 | 103 | 3 | 101
Cc1ccc2oc(=O)c3cnn(CC(=O)N4CCN(c5ccccn5)CC4)c3c2c1 | 2 | 1.8 | 0 | 6 | -5 | 0 | 96 | 4 | 101
CCOc1ccc(/C=N/NC(=O)c2ccccc2O)cc1CN1CC2CC(C1)c1cccc(=O)n1C2 (centres undefined) | 12 | . | -3 | 5 | . | 1 | 89 | 5 | 93
COC(=O)[C@@H]1C[C@@]2(O)[C@H](O)[C@H](O)[C@H](O)C[C@H]2N1Cc1ccc(C(F)(F)F)cc1 | 8 | -3.5 | -6 | 1 | -13 | 0 | 112 | 5 | 83
CN(C)/C=C/C=C1C(=O)CCCC1=O | -6 | -2.5 | 2 | -24 | -1 | 42* | 87 | -5 | 92
CCOc1ccc(/C(O)=C2/C(=O)C(=O)N(Cc3cccnc3)C2c2ccc(N(C)C)cc2)c(C)c1 (centres undefined) | -1 | 1.4 | 9 | 9 | 2 | 1 | 95 | 7 | 96
CC(C)CC(=O)N1CCN(Cc2ccccc2Cl)CC1 | -2 | -2.0 | -7 | 8 | -6 | 2 | 106 | 5 | 100
COC(=O)c1c(-c2ccccc2)noc1-c1ccccc1 | 3 | -0.4 | 7 | -1 | 0 | 0 | 99 | 5 | 103
CC(=O)N1CCCc2cc(S(=O)(=O)N(C)CCC#N)ccc21 | 6 | -1.5 | 4 | 3 | 4 | 0 | 100 | 8 | 103
CN(CC(=O)NNC(=O)Cc1ccccc1F)S(=O)(=O)c1ccc(Cl)cc1 | 2 | 1.6 | -1 | 4 | 1 | 0 | 105 | 4 | 110
